# Assay outcomes from PubChem.
# MrgX1 allo act: allosterically activates human MrgX1 receptor signaling; AID 588675; B-score at 10 µM; Q96LB2; actives 0.63% (n = 310,000); MrgX1-HEK293, Fluo-4 calcium flux, FDSS; hits give high values;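 active means plate-corrected calcium response at least 3 library SD above typical, normal starting fluorescence, not activating the receptor alone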;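 further: compound read alongside a low EC10 to EC30 dose of BAM8-22 agonist; peak minus trough fluorescence over baseline measured at the second addition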
# MrgX1 ag: human MrgX1 receptor agonism, primary screen; MrgX1-HEK293 cells, Fluo-4 calcium fluorescence, agonist mode; hits give high values; B-score at 10 µM; actives 0.44% (n = 310,000); AID 588627;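 active means calcium response B-score plate-corrected fluorescence ratio at least 3 library SD, with starting fluorescence B-score inside 5 SD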
#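 Material: HEK293 cells stably expressing human MrgX1 receptor | Quantity: 15,000 cells per well | Times: Cells plated overnight, dye loaded 0.5 h 37 °C, 0.5 h room temperature | Measured by: Kinetic Fluo-4 NW fluorescence of intracellular calcium | Control set: Positive and negative controls per plate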
# KCNQ1 pot: potentiates or activates the human KCNQ1 potassium channel. B-score at 10 µM. P51787. actives 0.35% (n = 310,000). CHO-K1 KCNQ1, thallium flux FluxOR fluorescence; hits give high values;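 active means fluorescence ratio B-score, a plate-corrected score, at least three library SD, with initial intensity B-score within 5 SD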
#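 Schedule – 37 °C overnight plating, 90-min dark dye load, 20-min compound pretreatment · System – stable KCNQ1 CHO-K1 line · Probe or stimulus – thallium- and potassium-containing depolarizing buffer · Measured by – kinetic FluxOR fluorescence, 10 s baseline plus 110 s post-stimulus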
# RGS4 block: inhibitors of human RGS4; AID 463165; HEK293 M3R/RGS4 inducible, Fluo-4 calcium flux; hits give high values; triggered by carbachol at its EC20; B-score at 10 µM; P49798; actives 0.45% (n = 310,000);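 active means B-score, a plate-corrected calcium signal, over three deviations above library mean, with baseline fluorescence within five deviations of library mean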;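 further: RGS4 expression induced by doxycycline in cells with stable M3 receptor; B-score is computed from the integrated fluorescence ratio over baseline after carbachol; higher B-score means a larger calcium signal and so more RGS4 inhibition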
# KCNK9 block: human KCNK9 channel inhibition; actives 1.2% (n = 310,000); Q9NPC2; B-score at 10 µM; AID 488922; HEK293 KCNK9, FluxOR thallium flux fluorescence; hits give low values;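 active means ratio B-score over 3 SD below the library mean, with starting fluorescence within 5 SD of its mean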;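 further: negative B-score means less thallium flux so channel inhibition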
# ANO1 block: inhibitors of mouse TMEM16A calcium-activated chloride channel; Q8BHY3; HEK293 TMEM16A/YFP iodide influx fluorescence, ionomycin; normalized B-score (activity score, 25-100; higher = stronger inhibition) at 10 µM; actives 1.2% (n = 310,000); AID 588511;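 active means ratio plate-corrected score three or more library SD toward inhibition, starting fluorescence score within five deviations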;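 further: score derived from kinetic fluorescence span divided by baseline fluorescence per well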
# KCNQ1 inh: human KCNQ1 channel inhibition. AID 2642. P51787. B-score at 10 µM. actives 1.3% (n = 310,000). CHO-K1 KCNQ1, FluxOR thallium flux fluorescence; hits give high values;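 active means compounds whose thallium flux B-score, printed positive for inhibition, exceeds three library SD while starting fluorescence stays within three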;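 further: channel opened by potassium depolarization with thallium stimulus after 20 min compound exposure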
# hERG protect: compounds protecting human hERG from proarrhythmic drug block; Q12809; activation (rescue from dofetilide block), less the hit threshold, % at 10 µM; CHO-hERG, FluxOR thallium flux, dofetilide IC70 present; AID 1511; actives 0.51% (n = 310,000);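 active means activation above the mean of controls blocked by dofetilide plus 5 SD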;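 further: thallium influx through hERG after potassium depolarization seen as dye fluorescence rise; in these data hits start at about 4.7%; inactives centre near -7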
# Target sequence (Q12809 whole entry, looked up): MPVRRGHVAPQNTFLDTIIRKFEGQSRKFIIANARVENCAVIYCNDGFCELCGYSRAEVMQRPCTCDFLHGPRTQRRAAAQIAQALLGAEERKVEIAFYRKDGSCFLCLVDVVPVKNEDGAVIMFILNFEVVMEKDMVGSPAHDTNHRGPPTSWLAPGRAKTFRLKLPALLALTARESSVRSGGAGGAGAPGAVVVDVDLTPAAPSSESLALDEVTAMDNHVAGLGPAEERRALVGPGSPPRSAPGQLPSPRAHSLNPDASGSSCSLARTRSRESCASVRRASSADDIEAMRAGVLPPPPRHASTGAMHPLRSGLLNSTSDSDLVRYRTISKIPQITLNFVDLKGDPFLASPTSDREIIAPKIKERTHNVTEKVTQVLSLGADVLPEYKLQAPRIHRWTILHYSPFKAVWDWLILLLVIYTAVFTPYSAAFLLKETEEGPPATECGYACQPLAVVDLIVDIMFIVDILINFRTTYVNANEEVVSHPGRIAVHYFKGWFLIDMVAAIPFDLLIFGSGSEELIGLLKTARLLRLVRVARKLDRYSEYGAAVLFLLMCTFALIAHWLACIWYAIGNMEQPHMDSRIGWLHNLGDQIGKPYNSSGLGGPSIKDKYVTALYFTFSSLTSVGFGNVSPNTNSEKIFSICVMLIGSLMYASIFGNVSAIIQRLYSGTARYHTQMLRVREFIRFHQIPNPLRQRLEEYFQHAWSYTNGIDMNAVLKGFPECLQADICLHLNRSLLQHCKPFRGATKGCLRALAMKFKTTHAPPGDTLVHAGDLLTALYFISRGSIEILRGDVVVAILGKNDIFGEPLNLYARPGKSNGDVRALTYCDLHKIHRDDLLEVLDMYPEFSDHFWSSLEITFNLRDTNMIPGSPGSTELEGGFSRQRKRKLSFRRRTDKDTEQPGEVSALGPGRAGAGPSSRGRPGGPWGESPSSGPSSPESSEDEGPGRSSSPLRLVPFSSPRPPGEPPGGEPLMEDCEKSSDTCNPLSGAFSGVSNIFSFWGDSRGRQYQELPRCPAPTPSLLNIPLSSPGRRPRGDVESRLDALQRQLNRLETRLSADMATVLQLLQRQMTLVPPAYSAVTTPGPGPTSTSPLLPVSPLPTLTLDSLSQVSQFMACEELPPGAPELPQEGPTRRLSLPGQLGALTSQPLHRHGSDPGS
# KCNK3 inh: human KCNK3 channel inhibition, primary screen; CHO-KCNK3 thallium flux, FluxOR fluorescence; hits give low values; B-score at 10 µM; actives 0.84% (n = 340,000); AID 602410;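 active means B-score under library mean minus 4 SD, starting fluorescence ratio at most library mean plus 5 SD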;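 further: more negative B-score means stronger inhibition of thallium flux through KCNK3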
# ANO1 activ: activates or potentiates the mouse TMEM16A chloride channel; B-score at 10 µM; Q8BHY3; actives 0.3% (n = 340,000); AID 623877; HEK293 TMEM16A/YFP-H148Q/I152L, iodide quench fluorescence; hits give low values;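 active means fluorescence-ratio B-score plate-corrected deviation score at least 3 library SD below zero, with starting fluorescence score within 5 deviations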;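 further: channel opened by trigger with iodide after compound preincubation; score built on the fluorescence ratio of max minus min over baseline; more negative score means more quench and so TMEM16A activation or potentiation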
# RGS4 pot: RGS4 potentiation or activation; HEK293 M3R/inducible RGS4, carbachol calcium flux Fluo4; hits give low values; B-score at 10 µM; actives 0.92% (n = 310,000);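 active means B-score of the integrated calcium signal more than 4 SD below the library mean, with starting fluorescence not abnormally high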;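 further: negative B-score means reduced calcium response which marks RGS4 activation or potentiation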
#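 Detection: kinetic calcium fluorescence imaging with Fluo4-AM dye, 2 µM / Material: HEK293 cells with stable M3R and inducible RGS4 / Schedule: recording 10 s baseline at 1 Hz, 100 s post-agonist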
# The depositor's hits bear a star; i = inactive; x = no result given.
SMILES,MrgX1 allo act,MrgX1 ag,KCNQ1 pot,RGS4 block,KCNK9 block,ANO1 block,KCNQ1 inh,hERG protect,KCNK3 inh,ANO1 activ,RGS4 pot
COc1ccc(C2Nc3ccccc3C(=O)N2NC(C)=O)c(OC)c1 (centres undefined),i,i,i,i,i,i,i,0,i,i,i
O=C1NCCCC1C(=O)N/N=C/c1ccc([N+](=O)[O-])cc1 (centres undefined),i,i,i,i,i,i,i,-7,i,i,i
COC(=O)CNC(=O)Cn1cnc2sc(C)c(S(=O)(=O)N3CCC(C)CC3)c2c1=O,i,i,i,i,i,i,i,-4,i,i,i
C/C(=N\NC(=O)C(=O)Nc1cccc(Cl)c1C)c1ccncc1,i,i,i,i,i,i,i,-10,i,i,i
CCC(C)(C)NC(=O)C(c1ccc(F)cc1)N(Cc1ccco1)C(=O)c1snc(C(N)=O)c1N (centres undefined),i,i,i,i,i,i,i,-4,i,i,i
COc1ccc(Cl)cc1C(=O)Nc1cccc2ncccc12,i,i,i,i,i,i,i,0,i,i,i
COc1ccc(S(=O)(=O)N2CCOCC2)c(Cl)c1Cl,i,i,i,i,i,i,i,1,i,i,i
CCOC(=O)COc1cc(OCC(=O)OCC)c2c3c(c(=O)oc2c1)CCCC3,i,i,i,i,i,i,i,-4,i,i,i
COc1cccc(NC(=O)COC(=O)c2ccc(F)cc2F)c1,i,i,i,i,i,i,i,-7,i,i,i
CC1=C(C)C(c2ccccc2)NC(=S)N1 (centres undefined),i,i,i,i,i,i,i,-7,i,i,i

# Retrieved one by one from the entries so far:
SMILES,MrgX1 allo act,MrgX1 ag,KCNQ1 pot,RGS4 block,KCNK9 block,ANO1 block,KCNQ1 inh,hERG protect,KCNK3 inh,ANO1 activ,RGS4 pot
CC1=C(C)C(c2ccccc2)NC(=S)N1 (centres undefined),i,i,i,i,i,i,i,-7,i,i,i
C/C(=N\NC(=O)C(=O)Nc1cccc(Cl)c1C)c1ccncc1,i,i,i,i,i,i,i,-10,i,i,i
COc1cccc(NC(=O)COC(=O)c2ccc(F)cc2F)c1,i,i,i,i,i,i,i,-7,i,i,i

# The results go on.
SMILES,MrgX1 allo act,MrgX1 ag,KCNQ1 pot,RGS4 block,KCNK9 block,ANO1 block,KCNQ1 inh,hERG protect,KCNK3 inh,ANO1 activ,RGS4 pot
Cc1occc(=O)c1OCc1c(F)cccc1Cl,i,i,i,i,i,i,i,-8,i,i,i
CCn1c(=N)n(CC(=O)c2ccc(Cl)c(Cl)c2)c2ccccc21,i,i,i,i,i,i,i,-14,i,i,i
CC1CS(=O)(=O)CCN1N=Cc1ccc([N+](=O)[O-])o1 (centres undefined),i,i,x,x,x,i,x,x,i,i,x
Cc1cc(C)n2nc(SCCOc3ccc(F)cc3)nc2n1,i,i,i,i,i,i,i,-1,i,i,i
CN(C)/C=C/C(=O)C(F)(F)F,i,i,i,i,i,i,i,0,i,i,i
O=C(OCCN1C(=O)c2ccccc2C1=O)c1cc(S(=O)(=O)N2CCOCC2)ccc1Cl,i,i,i,i,i,i,i,-5,i,i,i
Cn1c(SCc2ccccc2C#N)nnc1-c1ccncc1,i,i,i,i,i,i,i,-9,i,i,i
CC(=O)N1CCOc2ccc(S(=O)(=O)Nc3ncccc3C)cc21,i,i,i,i,i,i,i,-8,i,i,i
COc1ccc(C(c2nnnn2C2CCCC2)N2CCN(c3ccccc3)CC2)cc1 (centres undefined),i,i,i,i,i,i,i,-8,i,i,i
Cn1c(N)c(C(C[N+](=O)[O-])c2ccccc2Cl)c(=O)n(C)c1=O (centres undefined),i,i,i,i,i,i,i,-7,i,i,i
CCOC(=O)/C(C#N)=C/c1cc(C)n(-c2ccc(C)cc2)c1C,i,i,i,i,i,i,i,-4,-9.6*,i,i
O=C(NCCNc1cc(Cl)ccc1[N+](=O)[O-])c1ccco1,i,i,i,i,i,i,i,-8,i,i,i
COc1ccc2c(c1)CCc1c(C(=O)N3CC4(C)CC3CC(C)(C)C4)noc1-2 (centres undefined),i,i,i,i,i,i,i,-10,i,i,i
C/C(=N\NC(=O)c1ccc([N+](=O)[O-])cc1)c1cc2ccccc2oc1=O,i,i,i,i,i,i,i,-9,i,i,i
O=C(CCl)Nc1cc(-c2ccccc2)nn1-c1ccccc1,i,i,i,i,i,i,i,-21,i,i,i
CCOC(=O)C1CCN(C(=O)CSc2cc(=O)n(C)c3ccccc23)CC1,i,i,i,i,i,i,i,-5,i,i,i
CCOC(=O)N1CCN(S(=O)(=O)c2ccc(Br)s2)CC1,i,i,i,i,i,i,i,-9,i,i,i
CC1=C(C(=O)Nc2cccc(C(=O)NCc3ccccc3C)c2)SCCO1,i,i,i,i,-6.6*,i,i,-11,-8.8*,i,i
COC(=O)NNC(=O)c1ccc(C)c(Br)c1,i,i,i,i,i,i,i,-6,i,i,i
COCCN(C(=O)COC(=O)Cc1cccc2ccccc12)c1c(N)n(Cc2ccccc2)c(=O)[nH]c1=O,i,i,i,i,i,i,i,-11,i,i,i
CC1(C(=O)Nc2c(F)c(F)c(F)c(F)c2F)CC1(Br)Br (centres undefined),i,i,i,i,i,i,i,-12,i,i,i
COc1ccc(C(O)(CCN2CCCCC2)C2CCCCC2)cc1 (centres undefined),i,i,i,i,i,i,i,-4,i,i,-10*
CCc1cc2c(=O)c(-c3ccc4c(c3)OCCO4)coc2c(CN2CCCCC2C)c1O (centres undefined),i,i,i,i,i,i,i,-9,i,i,i
Cc1c(C(=O)c2cccc([N+](=O)[O-])c2)c2ccccn2c1CCC#N,i,i,i,i,i,i,i,-13,i,i,i
O=C(CCCNC(=O)c1ccc(Cl)cc1)Nc1ccccc1F,i,i,i,i,i,i,i,-6,i,i,i
Cc1n[nH]c(=O)c2c(NC(=O)COC(=O)c3cccc(OC(F)F)c3)oc(C)c12,i,i,i,i,i,i,i,-7,i,i,i
Cc1ccc(NC(=O)CSc2nc(=O)n(CCCN(C)C)c3c2CCC3)c(C)c1,i,i,i,i,i,i,i,-10,i,i,i
COc1ccc(OC)c(NC(=O)CN(C)CCOc2ccc(Br)cc2)c1,i,i,i,i,i,i,i,-15,i,i,i
Cc1nnc(NC(=O)c2ccc(-c3ccc(Cl)cc3)o2)s1,i,i,i,i,i,i,i,-12,i,i,i
COC(=O)c1ccc(N2CCN(S(=O)(=O)c3ccccc3)CC2)c([N+](=O)[O-])c1,i,i,i,i,i,i,i,-4,i,i,i
Cc1cc(C)n(-c2nc(SCCN(C)C)c3c4c(sc3n2)CCCC4)n1,i,i,i,i,-9.8*,i,14*,-32,i,i,i
S=c1[nH]nc(CN2CCCC2)n1Cc1ccccc1,i,i,i,i,i,i,i,-15,i,i,i
COc1cc(C)c(C(C)C)cc1S(=O)(=O)N1CCN(C)CC1,i,i,i,i,i,i,i,-16,i,i,i
Cc1ccc2c(c1)N(C(=O)CCC(=O)NCc1cccc(Cl)c1)CC(C)O2 (centres undefined),i,i,i,i,i,i,i,-8,i,i,i
COc1ccc(OC)c(C2=NOC(C(=O)Nc3cccc(C(C)=O)c3)C2)c1 (centres undefined),i,i,i,i,i,i,i,-6,i,i,i
O=C(Cc1ccc(S(=O)(=O)N2CCCC2)s1)NC1CCCCCC1,i,i,i,i,i,i,i,-6,i,i,i
O=C(NNC(=O)c1cccc(-n2cccc2)c1)c1ccc(F)cc1,i,i,i,i,i,i,i,-12,i,i,i
Cn1c2ccc(F)cc2c2ncn(Cc3ccccn3)c(=O)c21,i,i,i,i,i,i,i,-7,i,i,i
O=C1C2CC=CCC2C(=O)N1CC1CCCO1 (centres undefined),i,i,i,i,i,i,i,-8,i,i,i
Cc1ccc(C(=O)OCC(=O)Nc2sc3c(c2C#N)CCC3)cc1,i,i,i,i,i,i,i,-8,i,i,i
Cc1nnc(SCC(=O)NC(=O)NC2CCCC2)n1N,i,i,x,x,x,i,x,x,i,i,x
O=C(NC1CC1)c1ccc2snnc2c1,i,i,i,i,i,i,i,-5,i,i,i
CCOC(=O)/C(=N/Nc1ccc(Cl)cc1)Sc1nnnn1-c1ccc(C)cc1,i,i,i,i,i,i,i,-2,i,i,i
FC(F)(F)Oc1ccc(Nc2nc3ccccc3o2)cc1,i,i,i,i,i,i,i,-7,i,i,i
COc1ccc(CCNC(=O)C(=O)NCC2OCCN2S(=O)(=O)c2ccccc2)cc1 (centres undefined),i,i,i,i,i,i,i,-12,i,i,i
CCOc1cc(NC(=S)NCC2CCCO2)c(OCC)cc1NC(=O)c1ccc(C)cc1 (centres undefined),i,i,i,i,i,i,i,-5,i,i,i
COC(=O)/C(=C\c1ccc2c(c1)c1ccccc1n2C)NC(=O)c1ccccc1,i,i,i,i,-9.6*,i,i,-9,i,i,i
CCN1C(=O)C(O)(CC(=O)c2ccc(-n3cccc3)cc2)c2ccccc21 (centres undefined),i,i,i,i,i,i,i,-17,i,i,i
N#CC(C#N)=Cc1ccc(-c2ccc(S(=O)(=O)N=C(N)N)cc2)o1,i,i,i,i,i,i,i,-5,i,i,i
CC1CCN(C(=S)NC(=O)C2CCCCC2)CC1,i,i,i,i,i,i,i,-15,i,i,i
# (listing goes on)
SMILES,MrgX1 allo act,MrgX1 ag,KCNQ1 pot,RGS4 block,KCNK9 block,ANO1 block,KCNQ1 inh,hERG protect,KCNK3 inh,ANO1 activ,RGS4 pot
CC1(c2nnc(-c3ccc(F)cc3)o2)CC(c2ccc(Cl)cc2)=NO1 (centres undefined),i,i,i,i,i,i,i,-2,i,i,i
CCC(C)C(=O)OCC1(c2ccc(C)cc2OC(=O)C(C)C)CO1 (centres undefined),i,i,i,i,i,i,i,-6,i,i,i
CC1c2nc3ccccc3n2C(CC(=O)NCCCN2CCOCC2)C(=O)N1Cc1ccccc1 (centres undefined),i,i,i,i,i,i,i,0,i,i,i
Cn1c(CCc2ccccc2)n[nH]c1=S,i,i,i,i,i,i,i,-2,i,i,i
CC(=O)n1nc(-c2ccccc2)nc1NCc1ccc(N(C)C)cc1,i,i,i,i,i,i,i,-6,i,i,i
CC(C)(C)C(=O)Nc1ccc2c(c1)-c1cc(NC(=O)C(C)(C)C)ccc1C2,i,i,i,i,i,i,i,-1,i,i,i

# Rows were taken by chance. Share with any hit: about 6.3%.
